Jurkat NFkB inh: lowers PMA/ionomycin-induced NF-kB signal in Jurkat cells; PMA/ionomycin-induced NF-kB luciferase reporter, luminescence; inhibition, % at 4 µM; actives 0.53% (n = 330,000)
697 NFkB inh: inhibitors of the PMA/ionomycin-induced NF-kB reporter in 697 B cells. 697 B-cell NF-kB luciferase reporter, 16 h. inhibition, % at 4 µM. actives 0.33% (n = 330,000). AID 435022; in the data active = inhibition above about 35%
Apaf1 inhib: human Apaf-1 inhibition; O14727; reconstituted apoptosome caspase-3 activity, DEVD-Rh110 fluorescence; inhibition, % at 20 µM; actives 0.71% (n = 330,000); AID 489030; active = inhibition of at least 40% at 20 µM;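 note: plate controls were DMSO wells for no effect and DEVD-CHO caspase inhibitor wells for full effect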
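Material: reconstituted apoptosome with Apaf-1, cytochrome c, caspase-9, procaspase-3, dATP. Technique: Rh110 fluorescence intensity. Buffer or medium: pH 7.5 Hepes buffer with CHAPS, BSA, DTT. Times: 30 min plus 50 min, RT.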
CCR6 antagonist: CCR6 (human) receptor antagonism; actives 0.49% (n = 340,000); P51684; CHO-K1 CCR6 PathHunter beta-arrestin, luminescence, CCL20-stimulated; inhibition, % at 20 µM;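 active = compounds whose inhibition of the agonist-driven luminescence signal at 20 µM reaches about 50%, limit read from the data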;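 note: cells stimulated with CCL20 at 14 nM final; plate controls were DMSO with CCL20 for no effect and DMSO without agonist for full effect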
Target sequence (P51684 whole entry, looked up): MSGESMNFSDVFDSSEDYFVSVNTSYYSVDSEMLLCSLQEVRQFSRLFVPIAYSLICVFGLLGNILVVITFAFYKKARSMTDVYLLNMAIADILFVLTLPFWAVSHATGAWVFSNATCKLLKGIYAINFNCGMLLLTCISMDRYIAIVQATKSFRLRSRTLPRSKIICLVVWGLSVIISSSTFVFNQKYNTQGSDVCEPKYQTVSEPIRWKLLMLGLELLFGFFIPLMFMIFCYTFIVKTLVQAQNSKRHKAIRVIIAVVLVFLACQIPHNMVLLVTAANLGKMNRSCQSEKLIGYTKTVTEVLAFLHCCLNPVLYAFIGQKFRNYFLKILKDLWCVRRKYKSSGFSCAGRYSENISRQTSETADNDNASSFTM
SENP8 block: inhibitors of human SENP8 protease | purified SENP8, Z-RLRGG-aminoluciferin cleavage, luminescence | Q96LD8 | actives 1.2% (n = 330,000) | inhibition, % at 10 µM | AID 2540
Target sequence (Q96LD8 whole entry, looked up): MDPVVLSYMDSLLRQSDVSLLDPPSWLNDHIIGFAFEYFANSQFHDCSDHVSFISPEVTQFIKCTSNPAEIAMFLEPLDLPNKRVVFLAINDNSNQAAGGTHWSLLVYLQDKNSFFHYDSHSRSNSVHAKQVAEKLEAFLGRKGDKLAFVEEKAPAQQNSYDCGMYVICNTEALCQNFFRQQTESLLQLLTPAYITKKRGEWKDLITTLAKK
Gli-Sufu block: blocks Gli-Sufu signaling in a luciferase reporter; Sufu-KO-LIGHT fibroblasts, Gli luciferase reporter luminescence; inhibition, % at 5 µM; actives 0.74% (n = 340,000);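 active = inhibition above about 55%, limit read from the data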;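 note: 0% = DMSO-treated cells and 100% = wells with medium but no cells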
UBC13 inh: inhibitors of human UBC13 polyubiquitin chain formation; TR-FRET; P61088; AID 485273; actives 0.47% (n = 330,000); inhibition, % at 20 µM; in the data active = inhibition above about 45%, passing the limit was not always enough
Target sequence (P61088 whole entry, looked up): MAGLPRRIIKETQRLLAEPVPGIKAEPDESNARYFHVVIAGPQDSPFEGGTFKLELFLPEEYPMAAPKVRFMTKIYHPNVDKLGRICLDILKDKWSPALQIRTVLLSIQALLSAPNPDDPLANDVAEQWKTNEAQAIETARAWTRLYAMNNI
EBI2 antag: blocks human EBI2 receptor beta-arrestin signaling. P32249. EBI2 beta-arrestin recruitment, luminescence, 7a,25-OHC stimulated. actives 0.81% (n = 360,000). inhibition, % at 5 µM; in the data active = inhibition above about 38%;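 note: enzyme fragment complementation signal reports receptor beta-arrestin coupling in cells; 0% = agonist plus DMSO wells and 100% = wells without agonist; some results beyond the cut were filed as inactive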
* = called active by the depositor; nt = no result given. Cut-off read from the data, not from the text of the source, unless noted: active = inhibition above about 50%; inactive = the rest. A portion of the library; the hit share may differ from the screen's.

SMILES | Jurkat NFkB inh | 697 NFkB inh | Apaf1 inhib | CCR6 antagonist | SENP8 block | Gli-Sufu block | UBC13 inh | EBI2 antag
CC(Sc1nnc(-c2ccco2)n1-c1ccccc1)C(=O)NCC1CCCO1 (centres undefined) | 4 | 14 | -9 | -4 | -1 | 3 | 9 | 2
O=C(O)c1cccnc1SCc1ccc([N+](=O)[O-])cc1 | 14 | 14 | -2 | 14 | -6 | 7 | 3 | 3
COc1ccc(NC(=O)CCc2nnc3ccc(N4CCN(c5cccc(OC)c5)CC4)nn23)cc1 | -6 | -76 | 19 | 10 | -1 | 27 | 2 | 9
COc1cccc2sc(=NC(=O)CCS(=O)(=O)c3ccc(C)cc3)n(C)c12 | -11 | 16 | 15 | 8 | -1 | 4 | 6 | 11
CCOc1cc(/C=N/O)ccc1OS(=O)(=O)c1ccc(C)cc1 | -5 | -7 | 9 | 7 | 4 | 9 | 2 | -2
COc1cccc(/C=C(\C(=O)O)c2ccccc2)c1 | 2 | 3 | 0 | -14 | 1 | 1 | -1 | -11
OC(COc1ccc(CNCCc2ccc(C(F)(F)F)cc2)cc1)CN1CCCCC1 (centres undefined) | 5 | -4 | 3 | 12 | -2 | 31 | 29 | -4
CCc1ccccc1N(CC(=O)NCc1ccc(OC)cc1)C(=O)CCC(=O)Nc1ccccn1 | 15 | 10 | 3 | 13 | 6 | 17 | 4 | -1
CCc1ccc(NC(=O)Nc2cccc(OC)c2)cc1 | -88 | -85 | -4 | 9 | 53* | -86 | 6 | 18
COC(=O)Cc1ccc(NC(=S)NNC(=O)C2CC2)cc1 | -3 | 0 | 0 | 16 | 6 | 2 | -2 | -3
CN(C)CCCN(C(=O)COc1ccccc1)c1nc2c(F)cccc2s1 | -6 | 5 | -16 | 17 | -1 | 12 | 3 | -6
COc1ccc(NC(=S)NN2CCN(C)CC2)cc1 | 15 | -2 | -4 | 20 | 5 | 18 | 2 | -5
C=CCSc1nnc(Cn2c(=O)sc3ccccc32)n1C | -11 | -11 | -3 | 6 | -2 | 9 | 6 | -9
O=C(NCCc1cccc(Cl)c1)c1cccc([N+](=O)[O-])c1 | -12 | 1 | -1 | 29 | -2 | -17 | 5 | 0
Cc1ccc(C(=O)N2CCN(c3ccc(NC(=O)CSc4ccc(Cl)cc4)cc3)CC2)cc1 | -11 | -66 | 14 | 10 | -7 | 19 | -14 | 27
COc1ccc(-n2nc(C(=O)NCC(=O)N3CCC(C)CC3)c3ccccc3c2=O)cc1 | -38 | -62 | 15 | 6 | -4 | -48 | -5 | -1
COc1cccc(CN(C)C(=O)Cc2ccc(OC)c(S(=O)(=O)N3CCOCC3)c2)c1 | 16 | -8 | -5 | -2 | 8 | -3 | -2 | -14
CCCCOC(=O)/C(=C/c1cn(C)c2ccccc12)NC(=O)c1ccc(OC)cc1 | -5 | -55 | 16 | 10 | -7 | 3 | -16 | 0
Cc1ccc(NC(=O)C[n+]2ccccc2)cc1[N+](=O)[O-] | 11 | 8 | 2 | 7 | 4 | 5 | 0 | -8
COc1cccc(NC(=O)N(CCCN2CCOCC2)C(C)c2cc3cccc(OC)c3o2)c1 (centres undefined) | -10 | -23 | 4 | -1 | -6 | 8 | -6 | -6
O=C(CCCNS(=O)(=O)c1cccc2nsnc12)NCc1ccc(Cl)cc1 | -26 | 15 | 5 | -2 | -2 | 4 | 4 | 15
Clc1cnc2nc(SC/C=C/c3ccccc3)[nH]c2c1 | 6 | -7 | -21 | 8 | 3 | -2 | -6 | 9
CCCNc1cc(C)oc(=O)c1C(=O)CCC | 1 | 0 | 1 | -4 | 3 | -4 | -7 | 0
COC(=O)c1cc(NC(=S)Nc2cc(Cl)cc(Cl)c2)cc(C(=O)OC)c1 | -4 | 22 | -4 | -2 | -2 | -5 | 10 | 14
CC(=O)N1CCN(CCS(=O)(=O)c2ccc(Br)cc2)CC1 | -7 | 11 | -8 | -1 | 1 | -4 | 12 | -8
COc1cc(C(=O)Nc2ccc3nc4n(c(=O)c3c2)CCCC4)ccc1Br | -13 | 1 | -10 | 6 | 6 | -2 | 4 | 4
O=C(COc1ccc(Cl)cc1Cl)Nn1c(=S)[nH]c2ncccc2c1=O | 10 | 5 | 4 | 0 | 0 | -1 | 12 | -5
CO[C@H]1O[C@H](CBr)[C@@H](OC(=O)c2ccccc2)[C@H](O)[C@H]1O | -7 | 8 | -19 | -13 | 4 | 3 | 11 | 3
COc1ccc(OC)c(S(=O)(=O)Nc2c(C)nn(C)c2C)c1 | -5 | 14 | -9 | 1 | -1 | -1 | 3 | 0
CCOc1ccccc1CNC(=O)CCN1C(=O)COc2ccccc21 | -23 | -15 | -5 | 8 | -2 | 12 | -5 | -6
S=C(Nc1ccccn1)NC1CCCCC1 | 7 | 16 | -7 | -5 | 2 | 20 | 3 | -6
FC(F)(F)c1nnc2ccc(N3CCCCC3)nn12 | -3 | -6 | -3 | 3 | -12 | 0 | 1 | -9
COc1cccc(C(=O)NC2CCCN(C3Cc4ccccc4C3)C2)c1OC (centres undefined) | 5 | 4 | 5 | -3 | -5 | 15 | 1 | 5
Cc1ccc2cc(CN(Cc3ccco3)C(=O)NC3CCCCC3)c(=O)[nH]c2c1C | -13 | -67 | 5 | 4 | -7 | 13 | -8 | 19
Cc1noc2ncnc(Oc3ccc4ccccc4c3)c12 | -2 | 16 | -4 | -4 | -2 | 24 | 4 | -4
CCOC(=O)c1[nH]c(C)c(C(=O)NCCN2CCOCC2)c1C | 6 | -7 | -5 | -12 | -5 | 0 | 0 | -6
COc1cc(OC)c2cc(C(=O)N/N=C/c3cccc(OC)c3O)[nH]c2c1 | -7 | -20 | 5 | 7 | -3 | 14 | -17 | -3
Cc1[nH]c(C)c(S(=O)(=O)N2CCC(C)CC2)c1C(=O)N1CCCC1 | 11 | 6 | -3 | -4 | -1 | -23 | -1 | -13
COc1ccc(NC(=O)C(c2ccc(OC)cc2)N(C)C(=O)Cc2cccs2)cc1 (centres undefined) | 2 | 3 | -7 | 18 | -1 | -1 | -1 | -2
O=C(CSc1nnc(CNC(=O)c2ccc(F)cc2)o1)Nc1nccs1 | -3 | -14 | -7 | 2 | -8 | 0 | -3 | -18
CCCCCC(=O)Nc1ccc(-c2nnc3n2CCCCC3)cc1 | 5 | -8 | 2 | 1 | -2 | 0 | 0 | -7
Cc1cccc(OCCCC(=O)Nc2ccc(S(=O)(=O)Nc3onc(C)c3C)cc2)c1 | 9 | 3 | 0 | 8 | 7 | 0 | -11 | -10
COc1ccc(NC(=O)NC(C)c2ccc3c(c2)OCO3)c(OC)c1 (centres undefined) | 5 | 10 | 10 | 1 | 0 | -9 | 4 | -5
CC(=O)Nc1ccc(NC(=O)C2CC(=O)N(c3cccc(C)c3C)C2)cc1 (centres undefined) | -5 | 15 | 4 | -14 | 0 | -1 | 2 | 1
Cc1cc(NC(=O)CCC(=O)N(CC(=O)NCC2CCCO2)c2ccc(Cl)c(Cl)c2)no1 (centres undefined) | -8 | 4 | 7 | 16 | -5 | -8 | 1 | -4
COc1cc(C)ccc1OCC(=O)OCC(=O)NCC1CCCCC1 | 4 | 7 | -3 | 12 | -3 | -5 | 7 | -6
CCn1c(COc2ccc3c(c2)OCO3)nnc1SCC(=O)c1ccccc1 | 4 | 4 | 12 | -1 | -10 | 67* | 1 | -5
CC1CCN(C(=O)C2CCN(c3nnc(-n4cccc4)s3)CC2)CC1 | 6 | -27 | 10 | 16 | -2 | 8 | -6 | -3
CCCN1CCN(CCCNC(=O)CN2C(=O)COc3ccccc32)CC1 | 1 | 10 | 0 | -4 | 5 | 3 | 5 | -6
CCOC(=O)CSc1nnc(CNc2ccc(F)cc2)o1 | -5 | 2 | 2 | 5 | -5 | 2 | -3 | -3

Following part:
SMILES | Jurkat NFkB inh | 697 NFkB inh | Apaf1 inhib | CCR6 antagonist | SENP8 block | Gli-Sufu block | UBC13 inh | EBI2 antag
Cc1ccc2nc(SCC(=O)NC3CCCc4ccccc43)[nH]c2c1 (centres undefined) | 3 | -13 | 17 | -1 | -6 | 7 | -6 | 9
CC1=CCC(C(=O)O)C(C(=O)Nc2nc3ccc(S(C)(=O)=O)cc3s2)C1 (centres undefined) | -5 | -1 | -3 | 0 | -2 | -7 | -3 | -7
COC(=O)c1ccc(N(CC(=O)NC2CCCCC2)C(=O)CNC(=O)c2ccco2)cc1 | -25 | 12 | 0 | 16 | -9 | 17 | 7 | 2
Cn1cccc1CC(=O)NNC(=O)Nc1ccc(Cl)cc1 | -6 | 16 | -15 | 2 | -3 | -5 | 2 | -16
COc1ccc(C2CC(=O)C=C(O)C2)cc1 (centres undefined) | 13 | -4 | 4 | 5 | -5 | 0 | 11 | -7
CCOC(=O)c1ccc(NC(=O)CSc2nc3cccnc3n2C)cc1 | 23 | -24 | 1 | -5 | 6 | -1 | 5 | -2
O=C(COc1ccccc1)NNC(=S)NC(=O)c1ccc(Cl)cc1Cl | 2 | 6 | 8 | 14 | -2 | 4 | -6 | nt
O=C(Cc1ccc(S(=O)(=O)N2CCOCC2)s1)N(Cc1ccccc1)c1ccccc1 | 0 | -61 | 17 | 12 | 10 | 8 | -4 | 5
CCn1ncc(C2=NOC(C(=O)Nc3ccc(C)cc3)C2)c1C (centres undefined) | -2 | -41 | 10 | -18 | -8 | 6 | -4 | 7
CC(C)NC(=O)COc1cccc2ccccc12 | -4 | 0 | 3 | -3 | 1 | 3 | 4 | 5

Next section (5 carried over from the part before).
SMILES | Jurkat NFkB inh | 697 NFkB inh | Apaf1 inhib | CCR6 antagonist | SENP8 block | Gli-Sufu block | UBC13 inh | EBI2 antag
CCOC(=O)c1ccc(NC(=O)CSc2nc3cccnc3n2C)cc1 | 23 | -24 | 1 | -5 | 6 | -1 | 5 | -2
O=C(COc1ccccc1)NNC(=S)NC(=O)c1ccc(Cl)cc1Cl | 2 | 6 | 8 | 14 | -2 | 4 | -6 | nt
O=C(Cc1ccc(S(=O)(=O)N2CCOCC2)s1)N(Cc1ccccc1)c1ccccc1 | 0 | -61 | 17 | 12 | 10 | 8 | -4 | 5
CCn1ncc(C2=NOC(C(=O)Nc3ccc(C)cc3)C2)c1C (centres undefined) | -2 | -41 | 10 | -18 | -8 | 6 | -4 | 7
CC(C)NC(=O)COc1cccc2ccccc12 | -4 | 0 | 3 | -3 | 1 | 3 | 4 | 5
COc1ccc(-c2ccc(CCC(=O)O)n2-c2ccc(O)cc2)cc1 | -2 | 6 | 19 | -11 | -3 | 17 | 8 | -15
Cc1ccnc(NS(=O)(=O)c2ccc(NC(=O)Cc3ccccc3)cc2)n1 | 7 | 2 | -5 | 0 | 7 | -4 | 13 | -2
CC(C)(C)c1cc(NS(=O)(=O)c2cccs2)no1 | -18 | -18 | -1 | 4 | -2 | -4 | -12 | 2
COc1cccc(/C=N/NC(=O)CNC(=O)CCc2ccccc2)c1O | -1 | 5 | 2 | -3 | 2 | 1 | 4 | 3
CCOc1cc(C)c(C(C)C)cc1S(=O)(=O)N1CC(C)OC(C)C1 (centres undefined) | 5 | 16 | 13 | 6 | -1 | 0 | 2 | 4
CN1C(=S)SC(/[N+]([O-])=C\c2ccccc2F)C1(C)C (centres undefined) | -4 | 5 | -11 | -15 | 2 | 5 | -4 | -2
O=S(Cc1ccc(Cl)cc1)CC(O)COCc1ccc(Cl)cc1 (centres undefined) | 13 | 20 | -5 | -12 | 4 | 0 | 6 | 6
Cc1ccc(/C=N/N=C2/NC(=O)C(CC(=O)N3CCOCC3)S2)cc1 (centres undefined) | 5 | 18 | -20 | 11 | -6 | 3 | 5 | 4
CCc1ccccc1NC(=O)c1ccc2snnc2c1 | 16 | 23 | -17 | 8 | 1 | -17 | -3 | 1
N/C(Cc1cccc2ccccc12)=N\OC(=O)c1ccccc1F | -3 | -6 | 16 | -5 | -12 | -11 | -28 | -10
FC(F)(F)c1cccc(Nc2nc(N3CCCC3)nc(N3CCCC3)n2)c1 | -5 | -3 | 15 | -9 | -3 | 6 | -7 | 30
COc1cc(/C=N\NC(=O)c2ccc(C)nc2)ccc1OC(=O)c1ccc2c(c1)OCO2 | -15 | 8 | -6 | 2 | -9 | -4 | -31 | -6
CCN(CC)C(=O)c1csc(Nc2cccc3ccccc23)n1 | 14 | 15 | 29 | 5 | 24 | 10 | -59 | 2

Source: PubChem BioAssay (Sanford-Burnham Center for Chemical Genomics)
